Compound activity deposited in PubChem by Broad Institute.
INS-1E rescue: rescue of cytokine-induced death in INS-1E beta cells. INS-1E cytokine-induced death, ATP luminescence, 48 h; normalised: neutral wells 0, positive control 100. protection from cytokine-induced ATP loss, % at 10 µM. 20,000 tested, 0.1% active;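 active = mean replicate protection from cytokine-induced ATP loss at least 50% and at least 75% of replicates each reaching 50%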
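Assay system – rat INS-1E insulinoma cell line · Quantity – 8000 cells per well · Buffer or medium – RPMI without phenol red, 5% FBS · Schedule – 48 h co-treatment, 10 min post-lysis read · Technique – luminescent ATP assay (CellTiter-Glo)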
T cruzi intra: blocks T. cruzi growth inside host cells; intracellular Trypanosoma cruzi in host cells, plate reader; activity score (inhibition), % at 5.01 µM; 22,000 tested, 4.9% active; AID 651903; in the data active = activity score above about 55%;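 also: parasites and compound incubated about four days before reading; 0% = median of neutral control wells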
Starred values were filed as active, the others as inactive; nt = no result given. These rows are one share of the data; rates above refer to the full screens.

SMILES	INS-1E rescue	T cruzi intra
C[C@H](CO)N1C[C@H](C)[C@H](CN(C)CC2CCCCC2)Oc2c(NC(=O)C3CCOCC3)cccc2C1=O	-1.1	25.4
C[C@@H]1CN([C@@H](C)CO)C(=O)c2cc(NC(=O)Cc3ccccc3)ccc2O[C@H]1CN(C)S(=O)(=O)c1ccccc1	-6.3	27.6
COc1ccc(S(=O)(=O)N(C)C[C@H]2Oc3c(NC(=O)Nc4ccc5c(c4)OCO5)cccc3C(=O)N([C@H](C)CO)C[C@H]2C)cc1	0.6	-7.2
COc1ccc(NC(=O)Nc2cccc3c2O[C@@H](CN(C)Cc2ccc(C(=O)Nc4ccccc4N)cc2)[C@@H](C)CN([C@@H](C)CO)C3=O)cc1	-23.2	38.5
COc1ccc(S(=O)(=O)Nc2ccc3c(c2)C(=O)N([C@H](C)CO)C[C@H](C)[C@@H](CN(C)S(=O)(=O)c2ccccc2)O3)cc1	0.9	-10.7
C[C@@H]1CN([C@H](C)CO)C(=O)c2cc(NC(=O)Nc3ccc(F)cc3)ccc2O[C@H]1CN(C)S(=O)(=O)c1ccc(Cl)cc1	-8.0	-9.8
CC(C)NC(=O)N(C)C[C@@H]1Oc2ncc(-c3cc4ccccc4o3)cc2C(=O)N([C@H](C)CO)C[C@@H]1C	nt	43.3
C[C@@H]1CN([C@H](C)CO)C(=O)c2cccc(NC(=O)NC3CCCCC3)c2O[C@H]1CN(C)S(=O)(=O)c1cn(C)cn1	6.1	-25.0
C[C@H]1CN([C@@H](C)CO)C(=O)CCCn2nncc2CO[C@@H]1CN(C)Cc1cccnc1	nt	-2.5
Cc1noc(C)c1NC(=O)Nc1ccc2c(c1)C(=O)N([C@@H](C)CO)C[C@H](C)[C@H](CN(C)Cc1ccc3c(c1)OCO3)O2	nt	-3.1
Cc1ccc(S(=O)(=O)Nc2cccc3c2O[C@H](CN(C)S(=O)(=O)c2cn(C)cn2)[C@@H](C)CN([C@H](C)CO)C3=O)cc1	6.4	1.6
COc1ccc(CN(C)C[C@@H]2Oc3ccc(NS(=O)(=O)c4c(C)noc4C)cc3CC(=O)N([C@H](C)CO)C[C@H]2C)cc1	-1.3	6.5
Cc1ccc(S(=O)(=O)N(C)C[C@H]2Oc3ccc(N(C)C)cc3C(=O)N([C@@H](C)CO)C[C@H]2C)cc1	-1.5	11.7
Cc1noc(C)c1S(=O)(=O)N(C)C[C@H]1OCCCC[C@@H](C)Oc2ccc(NC(=O)NC(C)C)cc2C(=O)N([C@H](C)CO)C[C@@H]1C	1.1	1.2
C[C@@H]1CN([C@@H](C)CO)C(=O)CCCn2nncc2CO[C@H]1CN(C)C(=O)Nc1ccc(C(C)(C)C)cc1	nt	-3.2
Cc1ccc(S(=O)(=O)N(C)C[C@H]2Oc3ccc(NC(=O)CCCCCC(=O)Nc4ccccc4N)cc3C(=O)N([C@@H](C)CO)C[C@@H]2C)cc1	-3.2	-9.5
C[C@H]1CN([C@@H](C)CO)C(=O)c2cccc(NS(=O)(=O)c3cccs3)c2O[C@@H]1CN(C)S(=O)(=O)c1ccc(Cl)cc1	-2.4	14.6
C[C@H]1CN([C@@H](C)CO)C(=O)CCCn2nncc2CO[C@H]1CN(C)Cc1ccc2cccnc2c1	nt	16.2
Cc1ccc(S(=O)(=O)Nc2ccc3c(c2)CC(=O)N([C@H](C)CO)C[C@@H](C)[C@H](CN(C)Cc2ccc(C(F)(F)F)cc2)O3)cc1	4.8	53.0
C[C@@H]1CN([C@@H](C)CO)C(=O)CCCn2nncc2CO[C@H]1CN(C)C(=O)Nc1cccc(C(F)(F)F)c1	nt	-0.2
O=C(N/N=C/c1ccoc1)c1ccccn1	-0.7	-4.5
C[C@H](CO)N1C[C@H](C)[C@H](CN(C)S(=O)(=O)c2ccc(Cl)cc2)Oc2c(NC(=O)Nc3ccc4c(c3)OCO4)cccc2C1=O	-3.1	-49.3
C[C@H]1CN([C@@H](C)CO)C(=O)Cc2cc(NC(=O)Nc3ccc4c(c3)OCO4)ccc2O[C@H]1CN(C)Cc1ccccc1	-5.6	4.9
COc1cccc(S(=O)(=O)N(C)C[C@@H]2OCc3cnnn3CCCC(=O)N([C@@H](C)CO)C[C@H]2C)c1	nt	-17.7
C[C@H]1CN([C@@H](C)CO)C(=O)Cc2cc(NC(=O)CCCN(C)C)ccc2O[C@@H]1CN(C)Cc1ccc(-c2ccccc2)cc1	-4.3	-19.2
SMILES	INS-1E rescue	T cruzi intra
C[C@@H]1CN([C@@H](C)CO)C(=O)Cc2cc(NC(=O)Nc3ccc4c(c3)OCO4)ccc2O[C@@H]1CN(C)Cc1ccc2c(c1)OCO2	-9.2	24.9
O=C(CCCCCCC(=O)Nc1ccccc1O)N/N=C/[C@H](O)[C@@H](O)[C@H](O)[C@H](O)CO	-5.0	1.5
C[C@H](CO)N1C[C@H](C)[C@@H](CN(C)S(C)(=O)=O)Oc2ccc(NC(=O)Cn3cnnn3)cc2C1=O	4.0	0.7
C[C@@H]1CN([C@H](C)CO)C(=O)c2cccc(N(C)C)c2O[C@H]1CN(C)S(=O)(=O)c1ccc(Cl)cc1	6.1	7.7
Cc1cc(C(=O)Nc2cccc3c2O[C@H](CN(C)C(=O)Nc2c(C)noc2C)[C@H](C)CN([C@H](C)CO)C3=O)n(C)n1	10.2	-13.7
COc1ccc(S(=O)(=O)Nc2ccc3c(c2)C(=O)N([C@H](C)CO)C[C@@H](C)[C@@H](CN(C)S(=O)(=O)c2cccs2)O3)cc1	2.2	7.4
C[C@@H]1CN([C@@H](C)CO)C(=O)c2cc(NS(=O)(=O)c3ccc(Cl)cc3)ccc2O[C@@H]1CN(C)Cc1ccc(C(=O)O)cc1	4.9	0.3
Cc1noc(C)c1NC(=O)Nc1ccc2c(c1)CC(=O)N([C@@H](C)CO)C[C@H](C)[C@@H](CN(C)Cc1ccccc1)O2	-5.8	-21.1
Cc1noc(C)c1NC(=O)Nc1ccc2c(c1)C(=O)N([C@H](C)CO)C[C@H](C)[C@@H](CN(C)CC1CCCCC1)O2	2.5	-7.0
C[C@H]1CN([C@@H](C)CO)C(=O)c2cc(NS(=O)(=O)c3cccs3)ccc2O[C@H]1CN(C)S(=O)(=O)c1ccc(F)cc1	nt	3.8
C[C@H]1CN([C@@H](C)CO)C(=O)Cc2cc(NS(=O)(=O)c3ccccc3)ccc2O[C@@H]1CN(C)C(=O)Nc1ccccc1	3.6	-10.2
C[C@@H]1CCCCO[C@@H](CN(C)C(=O)Nc2ccc(F)cc2)[C@@H](C)CN([C@H](C)CO)C(=O)c2cc(NS(=O)(=O)c3cccs3)ccc2O1	24.2	-43.9
C[C@H](CO)N1C[C@H](C)[C@H](CN(C)Cc2ccc(C(F)(F)F)cc2)Oc2ccc(NC(=O)Nc3ccc(F)cc3)cc2CC1=O	-18.2	77.6*
C[C@@H]1CN([C@H](C)CO)C(=O)c2cccc(NS(=O)(=O)c3ccc(F)cc3)c2O[C@H]1CN(C)Cc1ccccc1	5.3	12.8
C[C@@H]1CN([C@@H](C)CO)C(=O)c2cc(NS(C)(=O)=O)ccc2O[C@@H]1CN(C)S(C)(=O)=O	-0.1	-1.0
C[C@H]1CN([C@@H](C)CO)C(=O)c2cccc(NC(=O)Nc3ccc(F)cc3)c2O[C@@H]1CN(C)S(C)(=O)=O	4.7	-6.3
Cc1noc(C)c1S(=O)(=O)N(C)C[C@H]1Oc2ccc(NC(=O)NC3CCCCC3)cc2CC(=O)N([C@@H](C)CO)C[C@@H]1C	2.2	14.7
C[C@H]1CN([C@@H](C)CO)C(=O)c2cc(NC(=O)Nc3ccccc3)ccc2O[C@@H]1CN(C)Cc1ccc(Oc2ccccc2)cc1	-5.6	5.0
COc1ccc(S(=O)(=O)Nc2ccc3c(c2)CC(=O)N([C@@H](C)CO)C[C@H](C)[C@H](CN(C)Cc2ccncc2)O3)cc1	-4.8	-30.4
Cc1noc(C)c1NC(=O)N(C)C[C@@H]1Oc2ccc(NC(=O)CCN3CCOCC3)cc2CC(=O)N([C@H](C)CO)C[C@@H]1C	4.8	-29.8
C[C@H]1CN([C@@H](C)CO)C(=O)Cc2cc(NC(=O)CCC(F)(F)F)ccc2O[C@H]1CN(C)S(=O)(=O)c1ccc(F)cc1	-6.3	-1.9
C[C@@H]1CN([C@H](C)CO)C(=O)Cc2cc(NC(=O)Nc3cccc4ccccc34)ccc2O[C@H]1CN(C)Cc1ccccc1	-7.3	78.6*
C[C@H](CO)N1C[C@H](C)[C@H](CN(C)Cc2ccncc2)Oc2c(NS(=O)(=O)c3ccc(F)cc3)cccc2C1=O	4.3	-13.8
O=C(NO)c1ccc(C(=O)N/N=C/c2ccc(-n3ccnc3)cc2)cc1	0.4	0.2
C[C@@H]1CCCCO[C@H](CN(C)C(=O)Nc2ccc(C(F)(F)F)cc2)[C@@H](C)CN([C@H](C)CO)C(=O)c2cc(NS(=O)(=O)c3ccc(Cl)cc3)ccc2O1	-46.7	65.5*

A few values from the list:
COc1ccc(S(=O)(=O)Nc2ccc3c(c2)CC(=O)N([C@@H](C)CO)C[C@H](C)[C@H](CN(C)Cc2ccncc2)O3)cc1 in T cruzi intra: -30.4
C[C@H](CO)N1C[C@H](C)[C@H](CN(C)Cc2ccc(C(F)(F)F)cc2)Oc2ccc(NC(=O)Nc3ccc(F)cc3)cc2CC1=O in INS-1E rescue: -18.2

Laid out differently: four of the compounds above
C[C@H]1CN([C@@H](C)CO)C(=O)c2cc(NC(=O)Nc3ccccc3)ccc2O[C@@H]1CN(C)Cc1ccc(Oc2ccccc2)cc1
  INS-1E rescue = -5.6 | T cruzi intra = 5.0

C[C@H]1CN([C@@H](C)CO)C(=O)c2cccc(NC(=O)Nc3ccc(F)cc3)c2O[C@@H]1CN(C)S(C)(=O)=O
  INS-1E rescue = 4.7 | T cruzi intra = -6.3

O=C(CCCCCCC(=O)Nc1ccccc1O)N/N=C/[C@H](O)[C@@H](O)[C@H](O)[C@H](O)CO
  INS-1E rescue = -5.0 | T cruzi intra = 1.5

Cc1cc(C(=O)Nc2cccc3c2O[C@H](CN(C)C(=O)Nc2c(C)noc2C)[C@H](C)CN([C@H](C)CO)C3=O)n(C)n1
  INS-1E rescue = 10.2 | T cruzi intra = -13.7

Next section:
SMILES	INS-1E rescue	T cruzi intra
Cc1ccc(S(=O)(=O)Nc2ccc3c(c2)CC(=O)N([C@H](C)CO)C[C@H](C)[C@H](CN(C)C(=O)Nc2ccc4c(c2)OCO4)O3)cc1	5.7	-1.6
C[C@@H]1CN([C@H](C)CO)C(=O)c2cc(NS(=O)(=O)c3ccccc3)ccc2O[C@H]1CN(C)C(=O)Nc1ccc(F)cc1	-2.5	-3.4
O=C(N/N=C/[C@H](O)[C@H](O)[C@@H](O)[C@@H](O)CO)c1ccccc1O	-5.9	-8.5
C[C@@H]1CN([C@@H](C)CO)C(=O)c2cc(NC(=O)CCCN(C)C)ccc2O[C@H]1CN(C)Cc1ccc(Oc2ccccc2)cc1	-1.8	-30.9
C[C@@H]1CCCCO[C@@H](CN(C)Cc2ccccc2)[C@@H](C)CN([C@H](C)CO)C(=O)c2cc(NC(=O)Nc3cccc4ccccc34)ccc2O1	0.6	56.6*
COc1ccc(S(=O)(=O)N(C)C[C@@H]2Oc3c(NS(=O)(=O)c4cn(C)cn4)cccc3C(=O)N([C@@H](C)CO)C[C@@H]2C)cc1	5.1	-18.2
C[C@@H]1CN([C@H](C)CO)C(=O)c2cccc(NS(=O)(=O)c3cccs3)c2O[C@@H]1CN(C)S(=O)(=O)c1ccc(F)cc1	8.0	-17.8
Cc1noc(C)c1NC(=O)Nc1ccc2c(c1)C(=O)N([C@H](C)CO)C[C@H](C)[C@@H](CN(C)S(C)(=O)=O)OCCCC[C@@H](C)O2	-0.1	-17.0
C[C@@H]1CN([C@H](C)CO)C(=O)c2cc(NC(=O)CCC(F)(F)F)ccc2O[C@@H]1CN(C)C(=O)Nc1ccc(C(F)(F)F)cc1	-12.0	3.6
COc1ccc(NC(=O)Nc2ccc3c(c2)C(=O)N([C@H](C)CO)C[C@H](C)[C@H](CN(C)C(=O)Nc2ccc(OC)cc2)O3)cc1	-6.8	-9.8
Cc1noc(C)c1NC(=O)N(C)C[C@H]1OCCCC[C@@H](C)Oc2ccc(NC(=O)Cc3ccccc3)cc2C(=O)N([C@H](C)CO)C[C@@H]1C	6.2	-19.8
COc1ccc(CN(C)C[C@H]2Oc3c(NS(=O)(=O)c4cccs4)cccc3C(=O)N([C@H](C)CO)C[C@@H]2C)cc1	9.7	-20.6
Cn1cc(/C=N/NC(=O)c2ccccn2)c2ccccc21	-9.7	6.2
COc1ccc(S(=O)(=O)Nc2cccc3c2O[C@H](CN(C)Cc2ccc(-c4ccccc4)cc2)[C@H](C)CN([C@H](C)CO)C3=O)cc1	-15.7	45.6
C[C@@H]1CN([C@H](C)CO)C(=O)c2cccc(NC(=O)c3ccc(-c4nccs4)cc3)c2O[C@@H]1CN(C)S(C)(=O)=O	9.1	-3.8
C[C@H](CO)N1C[C@H](C)[C@H](CN(C)C)Oc2ccc(NC(=O)Nc3cccc4ccccc34)cc2C1=O	nt	-18.3
C[C@@H]1CN([C@H](C)CO)C(=O)c2cccc(NS(=O)(=O)c3cccs3)c2O[C@@H]1CN(C)Cc1ccc(Cl)c(Cl)c1	-10.4	14.4
COc1ccc(NC(=O)Nc2ccc3c(c2)C(=O)N([C@@H](C)CO)C[C@@H](C)[C@@H](CN(C)C)O3)cc1	9.4	-0.5
